M. tuberculosis HTS – M. tuberculosis growth inhibition, HTS (AID 449762) | M. tuberculosis H37Rv growth inhibition, 7H9 media; higher % means a stronger effect | 330,000 tested, 0.59% active | one-dose inhibition, % at 25 µM; IC50 in µM for titrated hits; in the data active means a potency from the dose series; inconclusive means inhibition above about 70% without an active follow-up result;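 further: bacterial growth assessed after seven days of incubation; strong numbers were not always called active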
VEEV TC-83 Vero – inhibitors of VEEV TC-83 cytopathic effect, confirmation, Vero cells (AID 588727). Vero cells, VEEV TC-83 cytopathic effect inhibition; higher % means a stronger effect. inhibition, % at 20 µM; hits with a dose series show IC50 in µM. 350,000 tested, 0.13% active; in the data active means a potency from the dose series; inconclusive means inhibition mostly from about 14% at the one dose, without a potency; inactive means the rest, 99 in 100 with inhibition below about 12%; further: strong numbers were not always called active
tuberculosis growth – growth inhibition of non-replicating M. tuberculosis (AID 488890). Mycobacterium tuberculosis non-replicating, growth inhibition; higher % means a stronger effect. inhibition, % at 25 µM, or IC50 in µM where a hit was titrated. 320,000 tested, 0.39% active; in the data active means a potency from the dose series; inconclusive means inhibition mostly from about 82% at the one dose, without a potency; inactive means the rest, 99 in 100 with inhibition below about 76%;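 further: plate controls were DMSO cells for no effect and high antibiotic wells for full effect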
influenza NS1A – H1N1 influenza NS1A inhibitors, functional cell based assay (AID 504329); NS1A functional cell-based assay, percent inhibition; higher % means a stronger effect; inhibition, % at 12.5 µM; hits with a dose series show IC50 in µM; 340,000 tested, 0.3% active; in the data active means a potency from the dose series; inconclusive means inhibition above about 27% without an active follow-up result; further: strong numbers were not always called active
Salmonella PhoP GFP – Inhibition of PhoP regulon, Salmonella typhi GFP reporter cells, confirmation, 4 h (AID 1850). Salmonella Typhi PhoP-promoter GFP reporter, fluorescence, 4 h; higher % means a stronger effect. inhibition, % at 50 µM; hits with a dose series show IC50 in µM. 310,000 tested, 0.33% active; in the data active means a potency from the dose series; inconclusive means inhibition mostly from about 25% at the one dose, without a potency; inactive means the rest, 99 in 100 with inhibition below about 19%;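 further: 0% = induced wells with vehicle and 100% = uninduced wells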
VEEV TC-83 Vero 10K pilot screen – also measured in VEEV TC-83 Vero; calls as there; inhibition, %; measured here: 10K pilot screen inhibition
* = called active by the depositor; i = inactive; ? = inconclusive; . = no result given; & = joins results of further samples.

SMILES	M. tuberculosis HTS	VEEV TC-83 Vero	tuberculosis growth	influenza NS1A	Salmonella PhoP GFP	others
CC(C)c1ccc(N)c(S(=O)(=O)O)c1	4%	0.9%	1%	-16%	-1%
COc1ccc(C(=O)NCCSc2ccccn2)cc1	-1%	2.3%	1%	-2%	2%
Cc1ccc(C(=O)N2CCCCCC2)cc1S(=O)(=O)N1CCOCC1	4%	3.2%	-9%	-10%	-5%
CCCCNC(=O)CCC(=O)Nc1ccc2nc(N3CCOCC3)cc(C)c2c1	3%	2.2%	11%	-3%	-5%
O=C(CCc1nnc(CCCCc2ccccc2)o1)NCCN1CCOC1=O	0%	1.1%	-6%	-11%	1%
O=C(NC1CCCCC1)c1cc(-c2ccco2)on1	11%	i	67%	1%	5%
O=C(NCc1csc(-c2cccs2)n1)c1ccsc1	0%	1.9%	11%	-1%	2%
CN(CC(=O)Nc1cccc2ccccc12)c1ccc(S(=O)(=O)N2CCOCC2)cn1	0%	8.6%	-4%	-26%	-7%
O=C(O)CCc1ccc(-c2cccs2)n1-c1ccc(C(=O)O)cc1	-12%	1.2%	53%	2%	-14%
Cc1cc(C)c(OCCN2CC(C)OC(C)C2)c(Br)c1 (centres undefined)	-2%	i	0%	5%	19%
CCc1nc2ccc(C(=O)N3CCN(c4cccc(Cl)c4)CC3)cc2nc1CC	52%	7.2%	38%	-2%	6%
Cc1cnn(-c2cc(N/N=C/c3ccccc3)ncn2)c1	-15%	3.9%	-1%	13%	1%
COc1ccccc1C(=O)C1CCCN(Cc2cccc(OCCO)c2)C1 (centres undefined)	-2%	3.4%	2%	-10%	-1%
COc1ccc(C2CC(c3ccccc3C)n3nc(N)nc3N2)cc1 (centres undefined)	-7%	i	0%	4%	-6%
Cc1noc(/C=C/N(C)C)c1S(=O)(=O)N1CCCC(C(=O)Nc2ccccc2F)C1 (centres undefined)	6%	0.7%	10%	6%	-11%
CCOC(=O)CC(=O)CSc1nc(-c2cccnc2)cc(C)c1C#N	4%	i	57%	5%	4%
COc1cc2c(cc1OC)C(c1ccc(C)cc1)NC(=O)C2 (centres undefined)	2%	0.0%	-2%	-28%	-7%
O=C(NCCOc1ccccc1F)c1cccc(S(=O)(=O)N2CCN(c3ccccc3)CC2)c1	4%	7.5%	43%	8%	-5%
COc1ccc(CNC(=O)CN(Cc2ccccc2Cl)C(=O)c2csnn2)cc1	-2%	i	-7%	2%	3%
N=C1/C(=C\c2ccc(OC(=O)c3ccco3)cc2)C(=O)N=C2SC=NN12	.	0.3%	.	-7%	.

2 neighbouring records out of the list so far, for reference:
SMILES	M. tuberculosis HTS	VEEV TC-83 Vero	tuberculosis growth	influenza NS1A	Salmonella PhoP GFP	others
COc1ccc(CNC(=O)CN(Cc2ccccc2Cl)C(=O)c2csnn2)cc1	-2%	i	-7%	2%	3%
N=C1/C(=C\c2ccc(OC(=O)c3ccco3)cc2)C(=O)N=C2SC=NN12	.	0.3%	.	-7%	.

More results.
SMILES	M. tuberculosis HTS	VEEV TC-83 Vero	tuberculosis growth	influenza NS1A	Salmonella PhoP GFP	others
Cc1ccc(-c2cc(-c3c(C)nn(C)c(=O)c3N)[nH]n2)cc1	0%	7.6%	19%	-18%	-2%
CC(C)=CCc1c(O)cc2c(c1O)C(=O)CC(c1ccccc1)O2 (centres undefined)	-7%	1.1%	1%	-1%	3%
CC1=C(C(=O)Nc2ccc(C)cc2C)C(c2cccc(Cl)c2)n2nc(C(=O)OC(C)C)nc2N1 (centres undefined)	-3%	0.3%	5%	2%	6%
COc1ccc(CCN2C(=O)CC(C(N)=O)SC2=Nc2ccc(F)cc2)cc1OC (centres undefined)	-8%	9.8%	-3%	3%	5%
NNC(=O)c1cc(C2CC2)nc2ccc(Br)cc12	2%	0.4%	-11%	0%	8%
Cc1cc(Br)c(OCc2ccc(C(=O)N/N=C/c3ccc[nH]3)cc2)c(Br)c1	0%	?	1%	-3%	.
COc1ccc(-n2ccnc2SCC(=O)Nc2ccc(OC)cc2OC)cc1	-6%	0.5%	18%	9%	-9%
CS(=O)(=O)N(Cc1ccccc1)c1ccc(C(=O)NN=C2CCCCCC2)cc1	4%	i	-1%	-3%	-4%
S=C(N/N=C1\C2CN3CCN(C2)CC1(c1ccccc1)C3)Nc1ccccc1	1%	1.4%	-4%	14%	-5%
COc1ccc(CC(=O)Nc2nc(C)cs2)cc1	-2%	0.6%	26%	0%	2%
Cc1ccc(C2N(c3nccs3)C(=O)C3CCCN32)cc1 (centres undefined)	-1%	8.0%	19%	-4%	-8%
Cc1cccc(NC(=S)NN2CCN(C)CC2)c1	-9%	0.8%	-5%	-23%	6%
CCCCN1C(=O)/C(=C(/C#N)C(=O)N2CCCC2)c2ccccc21	0%	0.4%	58%	16%	-2%
COc1ccc(CC(C)NCC(O)c2ccc(O)c(NC=O)c2)cc1 (centres undefined)	.	0.7%&2.1%	.	-1%	.
CC(CCc1ccccc1)NC(=O)CNC(=O)N1CC(=O)Nc2ccccc21 (centres undefined)	10%	0.5%	-2%	13%	-17%
N#C/C(=C\c1ccc(F)c(F)c1)C(=O)NC1CCCCC1	9%	2.3%	80%	5%	-6%
CCOc1ccc(N(C(C)C(=O)NN=C2CCCCCCC2)S(C)(=O)=O)cc1 (centres undefined)	5%	i	-10%	1%	-2%
CN1C(=S)SC(C)(C)C1NO (centres undefined)	-5%	0.7%	-1%	1%	-2%
COc1ccnc(N2CCN(c3cccc(C(F)(F)F)c3)CC2)c1C#N	-4%	0.0%	5%	2%	13%
Cc1cccc(/C=C2\Sc3ccc(C(=O)N4CCCCC4)cc3N(C)C2=O)c1	?	4.1%	70%	3%	1%

5 compounds drawn at random from those above:
SMILES	M. tuberculosis HTS	VEEV TC-83 Vero	tuberculosis growth	influenza NS1A	Salmonella PhoP GFP	others
COc1ccc(CC(C)NCC(O)c2ccc(O)c(NC=O)c2)cc1 (centres undefined)	.	0.7%&2.1%	.	-1%	.
CCOc1ccc(N(C(C)C(=O)NN=C2CCCCCCC2)S(C)(=O)=O)cc1 (centres undefined)	5%	i	-10%	1%	-2%
N#C/C(=C\c1ccc(F)c(F)c1)C(=O)NC1CCCCC1	9%	2.3%	80%	5%	-6%
COc1ccnc(N2CCN(c3cccc(C(F)(F)F)c3)CC2)c1C#N	-4%	0.0%	5%	2%	13%
CCCCN1C(=O)/C(=C(/C#N)C(=O)N2CCCC2)c2ccccc21	0%	0.4%	58%	16%	-2%

Returning to the listing, starting five compounds before the break.
SMILES	M. tuberculosis HTS	VEEV TC-83 Vero	tuberculosis growth	influenza NS1A	Salmonella PhoP GFP	others
N#C/C(=C\c1ccc(F)c(F)c1)C(=O)NC1CCCCC1	9%	2.3%	80%	5%	-6%
CCOc1ccc(N(C(C)C(=O)NN=C2CCCCCCC2)S(C)(=O)=O)cc1 (centres undefined)	5%	i	-10%	1%	-2%
CN1C(=S)SC(C)(C)C1NO (centres undefined)	-5%	0.7%	-1%	1%	-2%
COc1ccnc(N2CCN(c3cccc(C(F)(F)F)c3)CC2)c1C#N	-4%	0.0%	5%	2%	13%
Cc1cccc(/C=C2\Sc3ccc(C(=O)N4CCCCC4)cc3N(C)C2=O)c1	?	4.1%	70%	3%	1%
CN1CCc2cc3c(c4c2C1CC41CCC(=NO)CC1)OCO3 (centres undefined)	?	0.5%	-15%	5%	-4%
CC(C)c1ccc(CN2CCN(C(=O)CSc3nnnn3C3CC3)CC2)cc1	9%	2.2%	-6%	0%	.
CCCC(=O)Nc1ccc(NC(=S)NC(=O)c2cccs2)cc1	6%	8.2%	27%	10%	-3%	VEEV TC-83 Vero 10K pilot screen=2.2
CCN(c1ccccc1)S(=O)(=O)c1cccc(C(=O)OCc2nc3sc(C)c(C)c3c(=O)[nH]2)c1	-6%	0.6%	67%	-13%	1%
CCOC(=O)c1c(NC(=O)c2cccs2)sc(C)c1C	5%	2.6%	-1%	5%	13%
COc1ccc(-c2csc(Nc3ccccn3)n2)cc1	49%	10%	22%	1%	-5%
Cc1cc2sc(NC(=O)c3ccco3)nc2cc1Cl	1%	0.9%	13%	17%	-1%
Cc1ccc2c(c1)C1CN(C)CCC1N2C(=O)Nc1cccc(Cl)c1 (centres undefined)	-7%	i	3%	5%	10%
O=C1OCCN1C(=O)[C@H]1[C@H](c2ccc(F)cc2)C(c2cccc(Cl)c2)=NN1c1ccc(Br)cc1	.	1.2%	.	-29%	.
Cc1cnc(NC(=O)c2ccc(-c3nc4ccccc4s3)o2)s1	?	11%	65%	-5%	6%
Cc1ccc2[nH]c(=O)c(COC(=O)c3ccccn3)cc2c1	-2%	7.7%	-6%	-23%	-3%
CCOc1ccc(CCNC(=O)CN2C(=O)NC3(CCc4ccccc43)C2=O)cc1OCC (centres undefined)	-5%	8.0%	-3%	-13%	6%
NC(=O)c1ccc(-n2nnnc2SCC(=O)c2ccc(O)c(O)c2)cc1	0%	4.6%	-4%	-5%	-9%
CSc1nc2ncc3c(n2n1)CC(C)(C)CC3=O	0%	1.1%	-5%	.	7%
CCOC(=O)c1c(C)[nH]c(N=Nc2cc(C(=O)O)cc(C(=O)O)c2)c1C	-2%	0.4%	-2%	-4%	20%
Cc1ccc2c(c1)-c1cc(C)nn1C(c1ccc3c(c1)OCO3)N2 (centres undefined)	56%	5.7%	7%	5%	-7%
Cc1ccc(S(=O)(=O)NCC(=O)NCC(=O)NC(C)c2ccccc2Br)cc1C (centres undefined)	7%	3.6%	2%	1%	9%
OCCC1CN(Cc2cccn2-c2cccnc2)CCN1CCc1ccccc1 (centres undefined)	1%	0.1%	16%	1%	3%
Cc1cc(N2C(=O)C3CCC(c4ccccc4)CC3C2=O)no1 (centres undefined)	0%	i	-14%	0%	-6%	VEEV TC-83 Vero 10K pilot screen=0.6
Cc1c(Cl)cccc1NC(=S)N1CCN(Cc2ccccc2)CC1	-2%	i	19%	-2%	-4%

Overlap with the part before: two entries; new compounds follow.
SMILES	M. tuberculosis HTS	VEEV TC-83 Vero	tuberculosis growth	influenza NS1A	Salmonella PhoP GFP	others
Cc1cc(N2C(=O)C3CCC(c4ccccc4)CC3C2=O)no1 (centres undefined)	0%	i	-14%	0%	-6%	VEEV TC-83 Vero 10K pilot screen=0.6
Cc1c(Cl)cccc1NC(=S)N1CCN(Cc2ccccc2)CC1	-2%	i	19%	-2%	-4%
CCOC(=O)NC(C)N1C(=O)C2C3C=CC(C3)C2C1=O (centres undefined)	-4%	1.1%	-14%	-27%	9%
COc1cc(CNC2CCCC2)cc(OC)c1OC	1%	i	12%	-18%	11%
O=C1c2ccccc2C(Nc2ccc(S(=O)(=O)N3CCOCC3)cc2)N1c1ccccn1 (centres undefined)	-7%	1.7%	11%	35%	-5%	VEEV TC-83 Vero 10K pilot screen=4.6
Cn1cnc(S(=O)(=O)Nc2ccc(Cl)c(C(F)(F)F)c2)c1	3%	0.1%	-3%	7%	-29%
CCOC(=O)Cn1cnc(-c2ccc([N+](=O)[O-])cc2)c1	-7%	0.1%	5%	3%	-27%
CCCN(CCC)S(=O)(=O)c1ccc(NS(C)(=O)=O)cc1	-1%	5.8%	14%	0%	-9%
NCCCC[C@H](N)c1nnc([C@H](CC(=O)O)NC(=O)C2CCNCC2)o1	-6%	1.3%	-1%	1%	1%	VEEV TC-83 Vero 10K pilot screen=0.8
CCCc1cc(=O)oc2cc(C)cc(OC(C)C(=O)NCc3ccccn3)c12 (centres undefined)	6%	8.1%	-4%	9%	0%

Compound activity (PubChem)
